VP16 counter = inhibits Gal4-VP16 luciferase reporter, ROR gamma counter-screen | actives 3.5% (n = 310,000) | AID 2546 | Drosophila S2 Gal4-VP16 UAS-luciferase, luminescence, 20 h | Potency, µM (top dose mostly 53.6 µM), for the others: at the highest dose activity, negative = inhibition, actives largely listed as inhibitors;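 further: Gal4-VP16 expression switched on by copper sulfate through the metallothionein promoter; on the % scale 0 is the no-effect control and ±100 the full control effect; nearly all actives have a fitted effect of over 50% in size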
NPC1 promoter act = activators of NPC1 promoter; actives 2.4% (n = 320,000); Potency, µM (top dose mostly 9.22 µM), for inactives: at the top dose activation, hits mostly activators; AID 485313; Huh7 NPC1 promoter luciferase reporter, 24 h;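 further: % of control where 0% means no effect; nearly all actives have a fitted effect of over 60% in size; reporter is driven by a mutant NPC1 promoter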
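In 1536-well qHTS, Huh7 cells harboring an NPC1 promoter–luciferase construct received compound for 24 h; activation was quantified by luminescence following luciferase reagent addition.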
uPA generation = blocks generation of uPA at the cell surface; Potency, µM (top dose mostly 38.3 µM), inactives show at the top dose activity change, negative = inhibition, most hits filed as inhibitors; AID 540303; actives 0.31% (n = 330,000); cell surface uPA generation assay, qHTS; active means well fitted inhibition curve with a large enough effect; inconclusive means small, poorly fitted or top-dose-only effect; inactive means no such curve, though single readings can be large or run the other way; tested in mouse RAW 264.7 cells; further: on the % scale 0 is the no-effect control and ±100 the full control effect; nearly all actives have a fitted effect of over 55% in size
BRCA1 expr up = BRCA1 expression activation; MCF7-BRCA1-FFLuc reporter, luminescence, 48 h; response scale: scaled: vehicle 0%, 10 µM genistein 100%; Potency, µM (doses to about 46.1 µM), without a hit: top-dose activation, hits mostly activators; actives 1.1% (n = 380,000); AID 624202; further: nearly all actives have a fitted effect of over 80% in size; some results filed as inactive show a strong effect at the top dose
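Compounds are tested at multiple concentrations on MCF7 BRCA1-luciferase reporter cells seeded at 2000 per well; after 48 h, a single luminescence end-point is taken and curves fitted to the normalized data.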
FLuc modulator = firefly luciferase modulation, counter-screen for miR-21 project; actives 6.9% (n = 360,000); P08659; purified FLuc, Km substrates, luminescence inhibition; Potency, µM (series often up to 57.5 µM), inactives show at the highest dose activity change, negative = inhibition, actives largely listed as inhibitors;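 further: plate controls were vehicle for no effect and reference inhibitor for full effect; nearly all actives have a fitted effect of over 55% in size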
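Purified P. pyralis luciferase (10nM final) with 10uM D-luciferin and 10uM ATP (Km levels) in 50mM Tris acetate pH 7.5, 10mM Mg acetate, 0.01% Tween-20, 0.05% BSA; qHTS 6-point titration, ~60 µM downward; luminescence read.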
RORg inh = inhibitors of mouse ROR gamma transcriptional activity. P51450. Drosophila S2 Gal4-RORgamma UAS-luciferase reporter, 20 h. Potency, µM (titrated, usually from 53.6 µM), for the others: at the top dose activity change, negative = inhibition, most hits filed as inhibitors. actives 5.4% (n = 310,000); further: on the % scale 0 is the no-effect control and ±100 the full control effect; nearly all actives have a fitted effect of over 60% in size
Target sequence (P51450 whole entry, looked up, the tested form may be a part): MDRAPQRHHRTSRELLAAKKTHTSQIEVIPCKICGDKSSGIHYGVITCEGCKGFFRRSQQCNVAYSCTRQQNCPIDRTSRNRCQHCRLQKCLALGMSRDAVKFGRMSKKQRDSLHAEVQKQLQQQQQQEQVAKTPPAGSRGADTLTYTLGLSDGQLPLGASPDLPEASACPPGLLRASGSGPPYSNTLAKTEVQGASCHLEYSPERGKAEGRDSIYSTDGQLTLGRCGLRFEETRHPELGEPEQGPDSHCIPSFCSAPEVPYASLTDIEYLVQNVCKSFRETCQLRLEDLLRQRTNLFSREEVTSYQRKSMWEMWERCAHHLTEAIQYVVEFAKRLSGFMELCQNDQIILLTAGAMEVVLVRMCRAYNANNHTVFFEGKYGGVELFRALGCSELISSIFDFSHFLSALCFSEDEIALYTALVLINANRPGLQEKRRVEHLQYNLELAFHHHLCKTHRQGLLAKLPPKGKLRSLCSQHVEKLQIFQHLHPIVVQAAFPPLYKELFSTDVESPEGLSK
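Luminescence from a UAS-regulated Photinus luciferase reporter in stably transfected Drosophila Schneider cells is measured; decreased signal marks ROR gamma inhibition. Fusion expression is induced by 700 uM copper sulfate for 20 hr.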
MBNL1 CUG block = inhibitors of human MBNL1 binding to CUG repeat RNA | TR-FRET MBNL1-His/biotin-(CUG)12 binding, 665/545 ratio | Potency, µM (top dose mostly 57.5 µM), for the others: at the top dose activity change, negative = inhibition, usual class: inhibitors | Q9NR56 | actives 0.036% (n = 280,000); active means well fitted inhibition curve with a large enough effect in the signal ratio, with a control signal flat, not every such curve was filed as active; inconclusive means small, poorly fitted or top-dose-only effect, or effect the other way, or a change in a side signal; inactive means no such curve, though single readings can be large or run the other way; the % refers to the signal ratio; further: on the % scale 0 is the no-effect control and ±100 the full control effect
Target sequence (Q9NR56 whole entry, looked up): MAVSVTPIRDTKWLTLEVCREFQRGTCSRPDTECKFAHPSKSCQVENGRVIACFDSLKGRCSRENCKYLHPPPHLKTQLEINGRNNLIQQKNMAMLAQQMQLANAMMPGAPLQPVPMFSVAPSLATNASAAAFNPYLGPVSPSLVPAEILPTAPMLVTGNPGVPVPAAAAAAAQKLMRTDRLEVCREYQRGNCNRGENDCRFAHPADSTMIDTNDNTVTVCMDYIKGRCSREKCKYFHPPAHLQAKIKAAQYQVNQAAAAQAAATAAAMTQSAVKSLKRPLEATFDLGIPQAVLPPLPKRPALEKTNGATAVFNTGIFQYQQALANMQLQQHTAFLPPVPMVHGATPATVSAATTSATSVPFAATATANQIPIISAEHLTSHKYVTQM
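Compound titration spanned 92 nM–58 uM against the MBNL1-His/biotin-(CUG)12 complex. After 60 min at room temperature with 5 nM streptavidin-XL665 and 0.055 ng/ul terbium anti-His, ratiometric 665/545 nm emission (Ex 340 nm) normalized to controls.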
ELG1 genotoxic = induces genotoxicity in HEK293T cells with luciferase-tagged ELG1. HEK293T ELG1-luciferase reporter, luminescence, 16 h. Potency, µM (highest dose often 46 µM), for inactives: top-dose activity change, positive = activation, usual class: activators. actives 1.3% (n = 330,000); further: % of control where 0% means no effect; nearly all actives have a fitted effect of over 60% in size
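DMSO vehicle served as control against compound-treated ELG1-luciferase HEK293T cells; exposure lasted 16 hr at 37 °C and 5% CO2, followed by ONE-Glo luminescence detection after 30 min.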
p53 reactivator = re-activators of mutant p53; H1299 p53-A138V BP100-luciferase reporter, luminescence, 24 h; Potency, µM (series often up to 92.2 µM), for inactives: at the highest dose activity change, positive = activation, hits mostly activators; actives 0.063% (n = 320,000); AID 504706; further: % of control where 0% means no effect; nearly all actives have a fitted effect of over 45% in size
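H1299 (p53-null), stable ts p53-A138V + BP100-Luc; 1000 cells/well, Opti-MEM/10% FBS; cpd 4 pt, 1:5; 24 h, 37 deg C, 5% CO2; detection reagent 10 min RT; luminescence.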
Rab9 prom act = activates the Rab9 promoter | Huh7 Rab9 promoter-luciferase reporter, luminescence, 24 h | Potency, µM (titrated, usually from 9.22 µM), for inactives: top-dose activation, negative = inhibition, usual class: activators | actives 2.8% (n = 320,000) | AID 485297; further: % of control where 0% means no effect; nearly all actives have a fitted effect of over 60% in size
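Huh7 cells stably carrying Rab9 promoter–luciferase reporter, plated 1500 cells/well, compound added after 2 h and incubated 24 h at 37 °C; luciferase luminescence then read after 10 min with detection reagent.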
* marks the source's active call; other numbers are inactive results; ? = inconclusive; / = not tested or not shown; [ ] = dose if it differs, or a comment. Unless noted, the call rests on the fitted dose curve; in most records, active means well fitted curve in the direction sought with a large enough effect; inconclusive means small, poorly fitted or top-dose-only effect, or another doubt; inactive means no such curve, though single readings can be large; an effect the other way counts as inactive or inconclusive. Potency means the concentration at half of the fitted maximal effect.

SMILES	VP16 counter	NPC1 promoter act	uPA generation	BRCA1 expr up	FLuc modulator	RORg inh	MBNL1 CUG block	ELG1 genotoxic	p53 reactivator	Rab9 prom act
CC1(C)CC(=O)c2c(O)cc(OCC(=O)Nc3ccc(S(N)(=O)=O)cc3)cc2O1	-14%	6%	-14%	-1%	-10%	-1%	-3%	-6%	2%	-8%
CC1(C)Nc2ccccc2C(=O)N1NC(=O)c1ccccc1	0%	-3%	-5%	3%	-4%	14%	-3%	12%	2%	10%
COc1ccccc1C(=O)NCCC(=O)N1CCN(c2ccccc2O)CC1	/	-2%	11%	-6%	1%	/	/	1%	1%	2%
Cc1c(C)c2ccc(OC(C)C(=O)NCCCN3CCOCC3)c(C)c2oc1=O (stereo not drawn)	-12%	-6%	4%	-1%	1%	-27%	1%	8%	-5%	-1%
O=C(CCc1ccccc1)NCC(c1ccco1)N1CCc2ccccc21 (stereo not drawn)	/	-18%	3.2µM*	-75%	-1%	/	/	0%	3%	-6%
COc1cc(F)ccc1S(=O)(=O)N1CCN(Cc2ccccc2)CC1	3%	3%	0%	-10%	0%	13%	-14%	-2%	4%	-1%
O=C(c1ccc(N2C(=O)CCC2=O)cc1)N1CCN(c2ccccc2)CC1	4%	-3%	6%	-8%	3%	-13%	-3%	5%	-5%	0%
CN(C(=O)Cn1nnc(-c2ccccc2)n1)C1CCS(=O)(=O)C1 (stereo not drawn)	/	-1%	-4%	-8%	4%	/	/	2%	1%	3%
CCN(CC)CC(=O)Nc1ccc(Oc2ccc(NC(=O)CN(CC)CC)cc2)cc1	1%[10 µM]	-2%	0%	-15%	0%	-21%	-7%	9%	-4%	-10%
O=C(CS(=O)CC(=O)Nc1cccc2c1CCCC2)Nc1ccc(F)cc1 (stereo not drawn)	/	2%	4%	-27%	4%	-14%[0.365 µM]	-1%	-6%	-27%	2%
CC1CCc2c(nc3ncnn3c2N2CCN(c3ccccc3)CC2)C1 (stereo not drawn)	-6%	1%	1%	14%	6%	7%	-4%	-8%	1%	-3%
Cc1ccc(C(=O)NC(=S)Nc2ccc3c(c2)OCCO3)c(C)c1	?	?	-3%	77%	9.5µM*	4.5µM*	-7%	?	19%	?
O=C(COC(=O)c1cc(-c2ccccc2)nc2ccccc12)NCC1CCCO1 (stereo not drawn)	-11%	-1%	2%	0%	?	0%	?	-6%	-2%	-4%
CCC(Oc1ccc(Cl)cc1)C(=O)N1CC(=O)Nc2ccccc21 (stereo not drawn)	0%	5%	4%	-12%	6%	-17%	-5%	1%	8%	15%
C=CCn1c(SCC(=O)Nc2ncc(Cc3cc(C(F)(F)F)ccc3Cl)s2)nnc1-c1ccncc1	-2%	-3%	-5%	0%	2%	-6%	-4%	0%	-14%	-9%
Cc1cc(C)c(C)c(S(=O)(=O)NCCN2CCOCC2)c1C	-3%	0%	0%	-28%	1%	1%	5%	1%	29%	3%
CN(C)S(=O)(=O)c1cccc(NC(=O)COC(=O)CCC(=O)c2ccc(F)cc2)c1	-9%	-1%	5%	0%	-26%	-7%	/	1%	7%	-6%
O=C(NCCC(=O)N1CCC2(CC1)NCCc1[nH]cnc12)c1cccc(C(F)(F)F)c1	-1%	-4%	13%	-17%	1%	4%	-2%	-1%	-3%	-5%
COc1ccccc1-c1nc(-c2ccccc2)[nH]c(=O)c1C#N	-12%	8%	0%	-1%	?	14%	/	1%	3%	12%
CC(=O)Nc1ccc(S(=O)(=O)NCc2ccc3c(c2)cc(C)n3C)cc1	8%	-2%	-6%	-12%	2%	-8%	46%[activator]	-10%	-2%	-1%
Cc1nc2cc(NC(=O)Nc3cccc4ccccc34)ccc2n1C	-3%	3.2µM*	-12%	?	0.95µM*	-14%	4%	?	12%	0.89µM*
Cc1ccccc1CN1CCN(CC2CC3C=CC2C3)CC1 (stereo not drawn)	15%	-1%	6%	-27%	-1%	-37%	0%	0%	2%	0%
COC(=O)CCCC1=CC2=C(c3ccccc3)C(=O)C(C)(OC(=O)C3CCCC3)C(=O)C2=CN1Cc1ccco1 (stereo not drawn)	9%	-2%	-14%	13%	-1%	-2%	?	4%	-4%	-6%
C[C@H](NC(=O)[C@H]1N2C(=O)c3ccccc3C2SC1(C)C)C(=O)NCc1ccncc1 (stereo partly drawn)	1%	-6%	2%	16%	0%	7%	3%	1%[9.26 µM]	11%	0%
C[C@H](CO)N1C[C@H](C)[C@@H](CN(C)S(C)(=O)=O)Oc2ccc(NC(=O)Nc3ccc(C(F)(F)F)cc3)cc2C1=O	/	/	9%	0%	/	/	/	-2%	0%	/
O=c1[nH]c(Cc2ccccc2)nc2c1oc1ccccc12	12%	1%	/	1%	-6%	0%	1%	2%	-7%	14%
COC(=O)c1nn(-c2ccc(OC)cc2)c(=O)c2c(N)sc(C)c12	-6%	0%	3%	-17%	0%	-1%	?	2%	-6%	-1%
COc1ccc(CCNC(=O)CCc2cn(C)c3ccccc23)c(OC)c1OC	11%	-4%	5%	-16%	-2%	-17%	-3%	-2%	-4%	-1%
CC1=CC(C)(C)Nc2ccc(OC(=O)C(C)N3C(=O)c4ccccc4C3=O)cc21 (stereo not drawn)	11µM*	-2%	4%	-73%	-3%	?	5%	17%	-21%	1%
CCC1(c2ccccc2)NC(=O)N(CC(=O)Nc2ccc3c(C)cc(=O)oc3c2)C1=O (stereo not drawn)	/	1%	25%	-6%	1%	/	/	0%	0%	1%

Brought forward from above: 3 entries; new compounds follow.
SMILES	VP16 counter	NPC1 promoter act	uPA generation	BRCA1 expr up	FLuc modulator	RORg inh	MBNL1 CUG block	ELG1 genotoxic	p53 reactivator	Rab9 prom act
COc1ccc(CCNC(=O)CCc2cn(C)c3ccccc23)c(OC)c1OC	11%	-4%	5%	-16%	-2%	-17%	-3%	-2%	-4%	-1%
CC1=CC(C)(C)Nc2ccc(OC(=O)C(C)N3C(=O)c4ccccc4C3=O)cc21 (stereo not drawn)	11µM*	-2%	4%	-73%	-3%	?	5%	17%	-21%	1%
CCC1(c2ccccc2)NC(=O)N(CC(=O)Nc2ccc3c(C)cc(=O)oc3c2)C1=O (stereo not drawn)	/	1%	25%	-6%	1%	/	/	0%	0%	1%
Cc1cc(C(=O)N/N=C/c2cc(N=Nc3ccccc3)ccc2O)n[nH]1	11µM*	-8%	-19%	-68%	?	10µM*	20%	?	13µM*	-11%
COc1cc(NC(=O)c2cccs2)c(OC)cc1NC(=O)CCC(=O)Nc1cccc2ncccc12	-7%	0%	25%	-23%	4%	40%	-2%	-6%	0%	-2%
COc1ccc(-c2nc(CS(=O)(=O)CC(=O)NCCc3ccccc3)c(C)o2)cc1	2%	-2%	-7%	-9%	2%	6%	-2%	6%	3%	-2%
COc1ccc2c(c1)[C@H]1[C@H](CO2)[C@H](c2ccccc2)[C@]2(C)C(=O)Nc3cc(F)c(F)cc3C(=O)N12	/	-2%	?	-19%	2%	/	/	-1%	-3%	-10%
COCCNc1nnc(SC(C)C(=O)Nc2ccc(-c3nc4ccc(C)cc4s3)cc2)s1 (stereo not drawn)	?	1.6µM*	-1%	16%	3µM*	30%	145%[activator]	?	?	0.28µM*
OCc1cc(Br)ccc1OCc1nc2ccccc2s1	4%	3.2µM*	2%	65%	5.4µM*	-4%	74%[activator]	?	?	2.8µM*
O=C(COc1cccnc1[N+](=O)[O-])NCc1ccco1	17%	-4%	-6%	4%	2%	18%	?	0%	12%	0%
Cn1cccc1C(=O)OCC(=O)N1CC(=O)Nc2ccccc21	-2%	-7%	0%	3%	-1%	-21%	-3%	1%	-1%	-3%
CCC(=O)NNc1ncnc2c1cnn2C	-2%	1%	-2%	-21%	-1%	-20%	2%	-2%	1%	13%
Cc1ccccc1C(=O)NNC(=O)c1cc(S(=O)(=O)N2CCOCC2)ccc1C	/	1%	?	-9%	-16%	/	/	1%	1%	0%
COCc1[nH]nc2c1C(c1ccnc3ccccc13)C(C#N)=C(N)O2 (stereo not drawn)	-8%	0%	-4%	7%	2%	-22%	9%	2%	2%	7%
CCN(CC(=O)Nc1ccc(OC)cc1)CC(=O)N1CC(=O)Nc2ccccc21	/	8%	6%	-14%	/	/	/	3%	-8%	12%
O=C(CCCN=C1NS(=O)(=O)c2ccccc21)OCc1ccccc1	/	-2%	3%	1%	5%	/	/	-2%	4%	-1%
COc1ccc(-c2nc(-c3ccccc3)[nH]c(=O)c2C#N)cc1	-10%	2%	-6%	6%	-17%	-4%	2%	-3%	-8%	0%
COCC(C)n1c(COc2ccccc2F)nnc1SCC(=O)Nc1oc(C)c2c(C)n[nH]c(=O)c12 (stereo not drawn)	/	-1%	-5%	-1%	8%	/	/	6%	11%	-5%
CC(=O)NC1C(OCc2ccccc2)OC(COC(C)=O)C(OC(C)=O)C1OC(C)=O (stereo not drawn)	-1%	-1%	-7%	-10%	3%	6%[10 µM]	-5%	2%	15%	-3%
COc1ccc(C(=O)Nc2ccc(OCC(F)(F)C(F)F)c(C(F)(F)F)c2)cc1OC	-11%	-5%	-6%	-66%	-15%	?	6%	-11%	-14%	-1%
O=C1N=C(N2CCOCC2)S/C1=C\c1ccc(OS(=O)(=O)c2ccccc2)cc1	3%	-6%	-20%	0%	-3%	?	23%	-11%	0%	-4%

From PubChem BioAssay
